Screening results (PubChem BioAssay)
Cy5 interf NS3h: Cy5 fluorescence interference, HCV helicase counter-screen; Cy5-dT15 DNA with NS3h; actives lie on both sides; signal over control mean, under 1 quenches; AID 720488; fluorescence interference ratio at 100 µM; 16,000 compounds, 6% hits;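 active = compound fluorescence over control fluorescence at most 0.8, a quencher, or at least a set upper limit, an enhancer; inactive = ratio between 0.8 and the set upper limit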
NS3h inh CB: blocks HCV NS3 helicase binding to DNA. NS3h Cy5-dT15 DNA binding, fluorescence polarization. inhibition, % at 100 µM. 16,000 compounds, 1.6% hits. AID 687043;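 active = inhibition above the average over every tested compound plus 3 SD, cut at about 40% in these data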
The depositor's hits bear a star.

Screening COC(=O)c1ccccc1NC(=O)c1cncc(Br)c1 returned Cy5 interf NS3h 0.97 and NS3h inh CB 22.
Screening COc1ccccc1CC(=O)Nc1ccc(Br)cc1C(=O)O returned Cy5 interf NS3h 1 and NS3h inh CB 3.
For COc1ccc(C2CC(C(F)(F)F)n3nc(C(=O)O)c(Cl)c3N2)cc1OC (centres undefined) the results were Cy5 interf NS3h 1.1 and NS3h inh CB -1.
Screening O=C1CC(c2ccc(Cl)cc2)CC2=C1C(c1cc3c(cc1Cl)OCO3)Nc1ccccc1N2 (centres undefined) returned Cy5 interf NS3h 0.96 and NS3h inh CB 4.
For O=C1C(=Cc2ccc(-c3ccccc3[N+](=O)[O-])o2)C(=O)c2ccccc21 the results were Cy5 interf NS3h 1 and NS3h inh CB 5.
`COc1ccc(NC(=O)C(=O)NCCN2CCN(S(=O)(=O)c3ccccc3)CC2)cc1` gave Cy5 interf NS3h 0.96 and NS3h inh CB 6.
Screening CCN(CC)c1ccc(/C=C2/SC(=S)N(CNc3cccc(C)c3)C2=O)cc1 returned Cy5 interf NS3h 0.65* and NS3h inh CB 9.
`O=C(CSc1ccccn1)N1c2ccccc2Sc2ccccc21` gave Cy5 interf NS3h 0.99 and NS3h inh CB 10.
`C=CCc1ccccc1OCCOc1cccc(/C=c2\sc3nc4ccccc4n3c2=O)c1` gave Cy5 interf NS3h 0.97 and NS3h inh CB 1.
For Cc1nnc(Nc2ccc3c(c2)nc(C)n3Cc2ccccc2)c2ccccc12 the results were Cy5 interf NS3h 0.98 and NS3h inh CB 2.
Cc1ccc2nc(-c3cc(NC(=O)c4cccs4)ccc3Cl)oc2c1 was read as Cy5 interf NS3h 0.97 and NS3h inh CB -11.
For Nc1nnc(CCS(=O)(=O)c2cc(Cl)ccc2Cl)s1 the results were Cy5 interf NS3h 1.1 and NS3h inh CB -1.
For Cc1ccc(C(O)=C2C(=O)C(=O)N(c3nncs3)C2c2cccc(Cl)c2)cc1 (centres undefined) the results were Cy5 interf NS3h 0.94 and NS3h inh CB 9.
Screening O=C(O)CN1C(=O)/C(=C/C=C/c2ccccc2[N+](=O)[O-])SC1=S returned Cy5 interf NS3h 0.96 and NS3h inh CB 19.
For O=C(CN(c1cccc(Cl)c1)S(=O)(=O)c1ccccc1)Nc1ccccc1Cl the results were Cy5 interf NS3h 1.1 and NS3h inh CB 12.
COc1ccc(N(CC(=O)Nc2ccc(Br)cc2)S(=O)(=O)c2ccc(OC)c(OC)c2)cc1 was read as Cy5 interf NS3h 0.7* and NS3h inh CB 10.
`COc1cccc(CCNC2CC(=O)N(c3ccc(C)cc3)C2=O)c1` (centres undefined) gave Cy5 interf NS3h 1.1 and NS3h inh CB -1.
O=C1C(c2ccccc2)=C(c2ccccc2)C(=O)N1O was read as Cy5 interf NS3h 0.97 and NS3h inh CB -6.
For Cc1ccc(NC(=O)C(=O)NCCN2CCOCC2)cc1 the results were Cy5 interf NS3h 1 and NS3h inh CB 5.
`Clc1ccccc1N1CCN(c2ncnc3c2cnn3-c2ccccc2)CC1` gave Cy5 interf NS3h 0.95 and NS3h inh CB 12.

Reprinted from the part before: two compounds; new compounds follow.
For Cc1ccc(NC(=O)C(=O)NCCN2CCOCC2)cc1 the results were Cy5 interf NS3h 1 and NS3h inh CB 5.
`Clc1ccccc1N1CCN(c2ncnc3c2cnn3-c2ccccc2)CC1` gave Cy5 interf NS3h 0.95 and NS3h inh CB 12.
Screening O=C(CSCC(=O)Nc1ccc2c(c1)oc1ccccc12)Nc1ccccc1 returned Cy5 interf NS3h 1 and NS3h inh CB -5.
For COC(=O)C1=C(C)N=c2s/c(=C\c3ccc(-c4ccc(OC)cc4[N+](=O)[O-])o3)c(=O)n2C1c1ccccc1 (centres undefined) the results were Cy5 interf NS3h 1 and NS3h inh CB 2.
For Cc1ccc(NC(=O)C2CC=CCC2C(=O)OCC(Cl)=C(Cl)Cl)cc1 (centres undefined) the results were Cy5 interf NS3h 0.93 and NS3h inh CB 8.
Screening Cc1ccc(S(=O)(=O)NC(C)(C)CN2CCN(CC(C)(C)NS(=O)(=O)c3ccc(C)cc3)CC2)cc1 returned Cy5 interf NS3h 0.97 and NS3h inh CB 10.
CCN(CC)c1ccc(NC(=O)c2ccc3c(c2)OCCO3)cc1 was read as Cy5 interf NS3h 0.93 and NS3h inh CB 10.
Screening CC(=O)Nc1ccc(NC(=O)c2ccccc2OC(F)F)cc1 returned Cy5 interf NS3h 0.77* and NS3h inh CB 6.
CCOc1ccccc1NC(=O)CN(c1cccc([N+](=O)[O-])c1)S(=O)(=O)c1ccccc1 was read as Cy5 interf NS3h 0.84 and NS3h inh CB 16.
For Cc1ccc2[nH]c3nc(NN)nnc3c2c1 the results were Cy5 interf NS3h 0.81 and NS3h inh CB 3.
Screening Cc1ccc(C(=O)Nc2ccc(NC(=O)c3cccc(C)c3)cc2)cc1 returned Cy5 interf NS3h 0.95 and NS3h inh CB -5.
`O=C1CCCC2=C1C(c1ccc(OCc3ccccc3)cc1)C1=C(CCCC1=O)O2` gave Cy5 interf NS3h 0.91 and NS3h inh CB 9.
`O=C(CCc1ccccc1)N1N=C(c2ccc(Br)cc2)CC1(O)C(F)(F)F` (centres undefined) gave Cy5 interf NS3h 0.94 and NS3h inh CB 7.
For CCOc1ccc(C(=O)Nc2cccc(-c3nc4ccccc4s3)c2)cc1 the results were Cy5 interf NS3h 1 and NS3h inh CB 12.
For CC(=O)N1CCN(c2ccc(NC(=O)c3cc(I)ccc3Cl)cc2)CC1 the results were Cy5 interf NS3h 0.94 and NS3h inh CB 1.
For O=C(Nc1ccccc1)/C(=C\c1cccs1)NC(=O)c1ccccc1 the results were Cy5 interf NS3h 1 and NS3h inh CB 5.
For Cc1ccc(NC(=O)CCN2C(=O)c3cccc4cccc(c34)C2=O)cc1 the results were Cy5 interf NS3h 1.2 and NS3h inh CB 10.
Screening O=C1CC(Nc2ccc(F)cc2)C(=O)N1c1ccc(N2CCOCC2)cc1 (centres undefined) returned Cy5 interf NS3h 1 and NS3h inh CB 13.
`Cc1ccc(N2C(=O)C3C4c5ccccc5C(C)(c5ccccc54)C3C2=O)cc1` (centres undefined) gave Cy5 interf NS3h 0.93 and NS3h inh CB 6.
Cn1c2c(c3cc([N+](=O)[O-])ccc31)CCCC2=O was read as Cy5 interf NS3h 0.96 and NS3h inh CB -8.
CCN(CC)C(=O)COc1ccc(-c2ccccc2)cc1 was read as Cy5 interf NS3h 0.9 and NS3h inh CB 9.
Screening O=C(Nc1ccc(O)cc1)c1ccc2c(c1)C(=O)N(c1ccccn1)C2=O returned Cy5 interf NS3h 0.91 and NS3h inh CB 4.

Among those listed so far, these contain bromine.
Screening COC(=O)c1ccccc1NC(=O)c1cncc(Br)c1 returned Cy5 interf NS3h 0.97 and NS3h inh CB 22.
Screening COc1ccccc1CC(=O)Nc1ccc(Br)cc1C(=O)O returned Cy5 interf NS3h 1 and NS3h inh CB 3.
COc1ccc(N(CC(=O)Nc2ccc(Br)cc2)S(=O)(=O)c2ccc(OC)c(OC)c2)cc1 was read as Cy5 interf NS3h 0.7* and NS3h inh CB 10.
`O=C(CCc1ccccc1)N1N=C(c2ccc(Br)cc2)CC1(O)C(F)(F)F` (centres undefined) gave Cy5 interf NS3h 0.94 and NS3h inh CB 7.

Following part:
For Cc1ccc(S(=O)(=O)NC(=O)Nc2ccccc2C(F)(F)F)cc1 the results were Cy5 interf NS3h 1 and NS3h inh CB -2.
Screening CN(C)c1ccc(NC(=O)C2CC(=O)N(c3ccc(F)cc3)C2)cc1 (centres undefined) returned Cy5 interf NS3h 1.1 and NS3h inh CB -5.
Screening Cc1cc(C)c(NC(=O)c2ccc3c(c2)C(=O)N(c2ccc(Sc4ccc([N+](=O)[O-])cc4)cc2)C3=O)c(C)c1 returned Cy5 interf NS3h 1 and NS3h inh CB 5.
For O=C1CC(N2CCC(Cc3ccccc3)CC2)C(=O)N1CCc1ccccc1 (centres undefined) the results were Cy5 interf NS3h 1 and NS3h inh CB -1.
For COC(=O)C1=C(C)N(c2ccccc2F)C(=O)/C1=C\c1ccccc1F the results were Cy5 interf NS3h 0.86 and NS3h inh CB 9.
CCCC(=O)Nc1nnc(-c2cccc(OCC)c2)s1 was read as Cy5 interf NS3h 0.99 and NS3h inh CB 23.
For CCNC(=S)NCCc1ccc(S(N)(=O)=O)cc1 the results were Cy5 interf NS3h 1 and NS3h inh CB 0.
For CCOc1ccc(C(=O)N2CCCc3ccccc32)cc1OCC the results were Cy5 interf NS3h 1.1 and NS3h inh CB 0.
COc1ccc(-n2nc3cc(C)c(N)cc3n2)cc1 was read as Cy5 interf NS3h 1 and NS3h inh CB 12.
For O=C(COc1cccc2ccccc12)Nc1ccc2c(c1)OCCO2 the results were Cy5 interf NS3h 0.68* and NS3h inh CB 26.
CCOC(=O)c1c(C)oc2ccc(OCC(N)=O)cc12 was read as Cy5 interf NS3h 0.94 and NS3h inh CB 20.
For CC(=NCCc1ccccc1)C1=C(O)CSC1=O the results were Cy5 interf NS3h 1.1 and NS3h inh CB 4.
COc1ccc(OC)c(NC(=O)CN(c2cc(Cl)cc(Cl)c2)S(C)(=O)=O)c1 was read as Cy5 interf NS3h 0.98 and NS3h inh CB 16.
`CC(=O)NC1=C(N(C)C)C(=O)c2ccccc2C1=O` gave Cy5 interf NS3h 0.91 and NS3h inh CB -21.
Screening O=C(Nc1ccccc1)C12CC3CC(CC(C3)C1)C2 returned Cy5 interf NS3h 0.96 and NS3h inh CB 16.
For Cc1ccc(Cc2cnc(NC(=O)c3ccccc3[N+](=O)[O-])s2)cc1 the results were Cy5 interf NS3h 0.97 and NS3h inh CB 15.
Screening CN(C)c1ccc(NS(=O)(=O)c2ccc(N3C(=O)CCC3=O)cc2)cc1 returned Cy5 interf NS3h 0.92 and NS3h inh CB 50*.
`O=C(Nc1ccccc1)c1cc(Br)ccc1Cl` gave Cy5 interf NS3h 1 and NS3h inh CB -1.
CCOc1ccccc1NC(=O)c1c(NC(=O)Cc2ccc(OC)cc2)sc2c1CCCC2 was read as Cy5 interf NS3h 1 and NS3h inh CB -1.
O=C(O)CSc1nnc(-c2ccc3c(c2)OCO3)n1-c1ccccc1 was read as Cy5 interf NS3h 1 and NS3h inh CB -7.
`Cc1cc(OCC(=O)Nc2ccc(O)c(-c3nc4ccccc4s3)c2)ccc1Cl` gave Cy5 interf NS3h 1.1 and NS3h inh CB 9.
COc1ccccc1N1COc2ccc3ccccc3c2C1 was read as Cy5 interf NS3h 0.97 and NS3h inh CB 12.
Screening CC(NC(=O)c1ccc(Br)cc1)c1ccccc1 (centres undefined) returned Cy5 interf NS3h 0.79* and NS3h inh CB 12.
Screening O=C(Nc1cccc(Cl)c1)Nc1nnc(/C=C/c2ccccc2Cl)s1 returned Cy5 interf NS3h 1 and NS3h inh CB -15.
COc1ccc(N(CC(N)=O)S(C)(=O)=O)cc1 was read as Cy5 interf NS3h 1 and NS3h inh CB -1.
For Cc1c(Br)c([N+](=O)[O-])nn1CC(=O)N1CCc2ccccc2C1 the results were Cy5 interf NS3h 0.56* and NS3h inh CB 12.
`CCc1cc2c(s1)SC(c1ccc([N+](=O)[O-])cc1)NC2=O` (centres undefined) gave Cy5 interf NS3h 0.92 and NS3h inh CB 16.
For CCCCCCNC(=O)CN1C(=O)c2ccccc2C1=O the results were Cy5 interf NS3h 1 and NS3h inh CB 3.
CCCCN(CCCC)S(=O)(=O)c1ccc(Cl)cc1 was read as Cy5 interf NS3h 1.1 and NS3h inh CB -10.
`COc1ccc(C(=O)OCCN2CCOCC2)cc1` gave Cy5 interf NS3h 1 and NS3h inh CB -4.
CCOC(=O)C(C(=O)OCC)=C(CCN1C(=O)c2ccccc2C1=O)OC(=O)CCN1C(=O)c2ccccc2C1=O was read as Cy5 interf NS3h 0.81 and NS3h inh CB 4.
For Cc1ccc(COc2ccc3oc(C)c(C(=O)O)c3c2)cc1 the results were Cy5 interf NS3h 0.99 and NS3h inh CB 5.
`CC(Oc1ccccc1)C(=O)NCc1cccnc1` (centres undefined) gave Cy5 interf NS3h 1.1 and NS3h inh CB 0.
`CCc1ccc(NC(=O)c2ccc(Cl)cc2)cc1` gave Cy5 interf NS3h 0.95 and NS3h inh CB -9.
`CC1(C)CC(=O)C2=C(C1)Nc1ccccc1NC2c1ccc(-c2ccccc2)cc1` (centres undefined) gave Cy5 interf NS3h 0.98 and NS3h inh CB -2.
CC(C)OP(C)(=O)CN1CCCC1=O (centres undefined) was read as Cy5 interf NS3h 0.99 and NS3h inh CB 1.
`Cc1cc(Nc2ccc(C)c(Cl)c2)n2ncnc2n1` gave Cy5 interf NS3h 0.74* and NS3h inh CB 15.
`CCOC(=O)c1sc(NC(=O)c2ccc(S(=O)(=O)N3CCOCC3)cc2)c(C(=O)OCC)c1C` gave Cy5 interf NS3h 0.97 and NS3h inh CB 10.
Screening Cc1ccc(CCC(=O)Nc2ccc(Br)cc2)o1 returned Cy5 interf NS3h 0.96 and NS3h inh CB -4.
For CC(C)c1ccc(C2C(=C(O)c3ccc(F)cc3)C(=O)C(=O)N2c2nccs2)cc1 (centres undefined) the results were Cy5 interf NS3h 0.93 and NS3h inh CB 13.

3 structures out of the list, arranged by formula weight, rising.
For Cc1ccc(COc2ccc3oc(C)c(C(=O)O)c3c2)cc1 the results were Cy5 interf NS3h 0.99 and NS3h inh CB 5.
`CC1(C)CC(=O)C2=C(C1)Nc1ccccc1NC2c1ccc(-c2ccccc2)cc1` (centres undefined) gave Cy5 interf NS3h 0.98 and NS3h inh CB -2.
For CC(C)c1ccc(C2C(=C(O)c3ccc(F)cc3)C(=O)C(=O)N2c2nccs2)cc1 (centres undefined) the results were Cy5 interf NS3h 0.93 and NS3h inh CB 13.

(further entries)
`CCOC(=O)CSc1nc(N)c(C#N)c(-c2ccc(O)cc2)c1C#N` gave Cy5 interf NS3h 0.99 and NS3h inh CB 7.
For CCOc1ccc2c(c1)-c1c(ssc1=S)C(C)(C)N2C(=O)CSc1nnc(N)s1 the results were Cy5 interf NS3h 1.1 and NS3h inh CB 4.
For O=C(Cc1ccc(Br)cc1)Nc1ccc(F)cc1 the results were Cy5 interf NS3h 1 and NS3h inh CB 4.
`CCCCOC(=O)c1ccc(NS(=O)(=O)c2ccc3ccccc3c2)cc1` gave Cy5 interf NS3h 0.97 and NS3h inh CB 7.
